NCOA3 inh: SRC3 coactivator transcriptional activity inhibitors, primary screen, cell-based, luminescence | AID 588352, 2011 | HEK293 GAL4-SRC3 luciferase reporter | inhibition, % at 3.6 µM | Nuclear receptor coactivator 3 (Homo sapiens), Q9Y6Q9 | 0.17% of 360,000 active;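 active means inhibition above a per-campaign cutoff, the mean of all compounds plus 3 SD, cut at about 60% in these data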;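 further: 0% = DMSO-treated cells and 100% = gossypol-treated cells at 36 µM; higher means less SRC3-driven luciferase light from the GAL4 reporter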
Vif imaging: HIV Vif self-association inhibitors, primary screen, imaging, HEK293T, single point; HEK293T cells, Vif self-association by quenched fluorescence, 24 h; AID 602346, 2012; 0.35% of 340,000 active; inhibition, % at 7.49 µM; in the data active means inhibition above about 50%, passing the limit was not always enough; further: some results filed as inactive read as strong as hits
SRC1 inh: SRC1 coactivator transcriptional activity inhibitors, primary screen, cell-based, luminescence; Nuclear receptor coactivator 1 (Homo sapiens), Q15788; HEK293 GAL4-SRC1 luciferase reporter; inhibition, % at 3.6 µM; 0.12% of 360,000 active;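 active means inhibition above the campaign mean plus 3 SD, with each screening campaign given its own cutoff, cut at about 60% in these data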;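 further: 0% = DMSO treated cells and 100% = gossypol at 36 µM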
Target sequence (Q15788 whole entry, looked up, the tested form may be a part): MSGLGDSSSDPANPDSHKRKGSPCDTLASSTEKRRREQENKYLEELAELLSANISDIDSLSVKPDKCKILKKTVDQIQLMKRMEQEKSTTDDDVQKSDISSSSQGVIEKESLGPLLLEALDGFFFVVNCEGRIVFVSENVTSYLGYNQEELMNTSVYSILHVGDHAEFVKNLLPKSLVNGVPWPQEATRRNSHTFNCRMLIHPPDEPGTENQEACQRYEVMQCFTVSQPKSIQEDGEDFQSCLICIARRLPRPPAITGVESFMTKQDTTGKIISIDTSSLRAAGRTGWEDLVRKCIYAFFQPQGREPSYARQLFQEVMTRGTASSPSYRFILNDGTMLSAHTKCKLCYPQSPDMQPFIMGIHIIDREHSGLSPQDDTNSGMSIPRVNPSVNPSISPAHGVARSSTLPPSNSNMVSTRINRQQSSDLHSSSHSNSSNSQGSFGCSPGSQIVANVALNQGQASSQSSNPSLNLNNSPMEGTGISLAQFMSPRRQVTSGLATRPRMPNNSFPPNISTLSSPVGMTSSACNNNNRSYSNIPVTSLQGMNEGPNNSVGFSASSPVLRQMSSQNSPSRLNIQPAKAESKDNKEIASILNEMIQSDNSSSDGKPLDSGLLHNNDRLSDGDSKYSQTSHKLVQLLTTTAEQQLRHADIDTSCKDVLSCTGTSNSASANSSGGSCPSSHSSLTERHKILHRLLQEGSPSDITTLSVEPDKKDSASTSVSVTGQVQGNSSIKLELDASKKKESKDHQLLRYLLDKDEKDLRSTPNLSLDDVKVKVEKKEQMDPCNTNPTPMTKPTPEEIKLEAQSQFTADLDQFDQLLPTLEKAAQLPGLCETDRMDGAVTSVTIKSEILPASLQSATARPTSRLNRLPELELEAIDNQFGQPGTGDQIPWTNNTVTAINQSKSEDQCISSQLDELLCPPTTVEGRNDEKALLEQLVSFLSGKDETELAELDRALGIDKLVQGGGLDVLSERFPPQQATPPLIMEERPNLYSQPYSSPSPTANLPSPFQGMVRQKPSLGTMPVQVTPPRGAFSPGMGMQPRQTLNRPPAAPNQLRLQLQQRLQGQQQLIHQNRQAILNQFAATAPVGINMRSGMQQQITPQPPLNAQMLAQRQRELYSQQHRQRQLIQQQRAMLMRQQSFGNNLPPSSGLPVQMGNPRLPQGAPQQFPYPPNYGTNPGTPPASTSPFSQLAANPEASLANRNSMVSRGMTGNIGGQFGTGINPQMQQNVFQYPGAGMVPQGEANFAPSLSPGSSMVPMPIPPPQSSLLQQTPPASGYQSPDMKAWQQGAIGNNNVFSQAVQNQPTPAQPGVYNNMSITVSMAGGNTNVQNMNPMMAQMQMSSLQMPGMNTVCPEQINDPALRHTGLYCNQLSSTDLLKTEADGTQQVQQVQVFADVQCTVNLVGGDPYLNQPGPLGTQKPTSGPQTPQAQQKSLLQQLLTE
LMP1 NFkB inh: EBV LMP1-driven NF-kappaB luciferase reporter inhibitors, primary screen, cell-based, luminescence, single point | LMP1-induced NF-kappaB luciferase reporter cells | AID 504558, 2011 | 0.69% of 350,000 active | inhibition, % at 12.5 µM; in the data active means inhibition above about 41%;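 further: 0% = neutral control wells and 100% = reference inhibitor control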
TLR9-MyD88 inh: inhibitors of TLR9-MyD88 association in cells, primary screen, cell-based, CHO, BLA complementation, fluorescence | Toll-like receptor 9 (Homo sapiens) + Myeloid differentiation primary response protein … | CCF4 FRET ratio | inhibition, % at 4.98 µM | 0.21% of 340,000 active;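 active means inhibition above the mean over all tested compounds plus 3 SD, cut at about 21% in these data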;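 further: 0% = DMSO only wells and 100% = clavulanate BLA inhibitor control wells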
NOD2-RIPK2 inh: NOD2-RIPK2 binding disruptors in cells, primary screen, fluorescence, CHO cells, BLA complementation. CCF4 ratio. 0.38% of 360,000 active. inhibition, % at 4.98 µM. Receptor-interacting serine/threonine-protein kinase 2 (Homo sapiens), O43353. AID 624267, 2012; in the data active means inhibition above about 21%;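 further: 0% = vehicle only and 100% = reference blocker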
LRH-1 inv ag: LRH-1 (NR5A2) inverse agonists, primary screen, cell-based, luminescence, HEK293T, StAR-luciferase reporter; Nuclear receptor subfamily 5 group A member 2 (Homo sapiens), O00482; LRH-1 transfected, 24 h; inhibition, % at 3.6 µM; 0.13% of 360,000 active; AID 602396, 2012;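 active means inhibition above the mean inhibition of all tested compounds plus 3 SD, cut at about 73% in these data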;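 further: 0% = DMSO wells and 100% = reporter-only cells lacking LRH-1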
TRAIL sens C8: viability loss with TRAIL in NB7+C8 cells, primary screen, TRAIL sensitizer project, cell-based, ATPlite luminescence | AID 624354, 2012 | 1% of 360,000 active | inhibition (viability loss, TRAIL sensitization), % at 10 µM;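 active means compounds causing at least 50% loss of cell viability in the single-dose screen, relative to plate controls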
TROY signal inh: inhibitors of TROY-driven NF-kB signaling, primary screen, Q293 LMP1-TROYcd cells, NF-kB luciferase, uHTS; Q293 LMP1-TROYcd NF-kB luciferase reporter, 4 h; inhibition, % at 10 µM; 0.98% of 360,000 active; AID 1347056, 2019;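 active means compounds whose plate-normalised and pattern-corrected inhibition of the luciferase reporter signal at the single screening dose is 50% or more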
SRC2 inh: inhibition of GAL4-SRC2 driven luciferase reporter, primary screen, SRC2 inhibitor project, cell-based, luminescence; HEK293 GAL4-SRC2 luciferase reporter; Nuclear receptor coactivator 2 (Homo sapiens), Q15596; inhibition, % at 9 µM; 0.17% of 370,000 active;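 active means inhibition above the mean inhibition of all tested compounds plus 3 SD, set per campaign, cut at about 52% in these data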;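 further: 0% = DMSO treated cells and 100% = cells given Gossypol at 36 µM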
COUP-TFII inh: NR2F2 transcriptional activity inhibitors, primary screen, cell-based, luciferase reporter, HEK293T, luminescence; 0.7% of 370,000 active; HEK293T NGFI-A luciferase reporter; inhibition, % at 8.6 µM;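 active means inhibition above a per-plate cutoff, mean inhibition of test wells between control levels plus 3 SD, cut at about 38% in these data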;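 further: cells cotransfected with COUP-TFII expression vector driving the NGFI-A reporter; 0% = median of COUP-TF2 test wells and 100% = reporter-only cells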
Numbers without * were called inactive; x = not tested or not shown. Not all compounds are listed; the hit share may differ from the screen's.

structure	Vif imaging	TLR9-MyD88 inh	TRAIL sens C8	SRC2 inh	LRH-1 inv ag	NOD2-RIPK2 inh	SRC1 inh	LMP1 NFkB inh	TROY signal inh	NCOA3 inh	COUP-TFII inh
Cn1c(=O)c2[nH]c(NN=Cc3cccc(Br)c3)nc2n(C)c1=O	9	-7	28	-12	-7	2	-4	-18	31	-7	-10
CN(C)CCOC1c2ccccc2CCc2ccc3ccccc3c21 (stereo not drawn)	7	-10	-17	-14	-1	9	4	-1	-8	26	-11
CNCCCc1[nH]nc(N)c1C#N	12	-1	-11	-21	-6	-9	-7	0	25	10	-9
Cc1cc(C(=O)NC2CCCc3c2cnn3-c2ccc(C)c(C)c2)nc(C)n1 (stereo not drawn)	-22	-6	3	2	-5	-8	-20	5	7	-15	7
O=[N+]([O-])c1cccc2c1ccc1ncccc12	0	-5	-1	21	0	-3	29	7	32	43	5
Cc1nn2c(SCC(=O)c3cccs3)cc(C(C)(C)C)nc2c1-c1ccccc1	1	12	6	2	5	-15	4	-1	0	7	-4
Cc1cc(/C=N/NC(=O)c2cccc([N+](=O)[O-])c2)c(C)n1-c1ccccc1	-3	8	-1	-26	-19	-6	-40	-8	-1	-26	-16
Cc1ccc(C2=NS(=O)(=O)N(C)C(C(=O)NCc3ccccn3)=C2)cc1	x	-5	-21	7	3	10	-5	0	-3	-4	-13
CCOc1cc(N2CCOCC2)c(OCC)cc1NC(=O)COC(=O)c1cc2ccccc2cc1O	-4	1	-11	-14	9	0	0	9	11	2	2
CCN1C(=O)[C@H]2[C@H]3CN=C(SCc4ccc(C(=O)OC)cc4)N3[C@@](CC)(C(=O)OC)[C@H]2C1=O	1	-11	-4	-1	10	-5	-18	-5	-1	0	-2
Cc1ccccc1-c1nc2c3ccccc3nc(=S)n2[nH]1	-7	3	-2	12	8	-3	-16	13	-2	-1	-18
O=C(CCCNC(=O)/C(=C\c1ccccc1F)NC(=O)c1ccccc1)OCc1ccccc1	-5	-4	5	-10	-1	-4	8	6	-7	9	-4
COc1ccc(CCNC(=O)C2CC(=O)N(c3ccc(C(C)(C)C)cc3)C2)cc1OC (stereo not drawn)	-41	-7	-9	-4	9	0	-5	-5	-1	9	15
CCC(C)NCC(=O)Nc1sc2c(c1C(N)=O)CCC2 (stereo not drawn)	x	-1	1	-44	-34	-6	-12	-10	-1	6	2
CC(=O)Nc1ccc(S(=O)(=O)NNC(=S)NCC2CCCO2)cc1 (stereo not drawn)	10	-17	-7	-32	-11	-1	-3	-1	6	21	-4
Nc1nc2nccc(-c3ccc(Cl)cc3)n2n1	-3	-16	29	-3	-77	-1	-54	-14	-30	-29	-37
CC(=O)N/C(=C\c1ccccc1)C(=O)NC(C)C(=O)O (stereo not drawn)	-11	0	-1	10	-15	2	-10	-9	-1	-9	5
CCOC1=C2[C@@H](CN(S(=O)(=O)c3ccc(C)cc3)[C@H]2c2ccccc2)[C@H]2C(=O)N(Cc3ccccc3)C(=O)[C@H]2C1	7	x	7	2	-2	-15	-15	x	9	10	0
O=S1(=O)N(Cc2ccccc2F)CCCN1Cc1c(F)cccc1Cl	7	-6	-13	-7	-16	-6	-8	-2	5	4	15
O=C(c1cc2cc(Cl)ccc2[nH]1)N1CCc2ccccc2C1	2	-3	10	0	-1	3	-24	-16	-15	-3	-22
Cc1cc(C)c2ccc3c(C)c(C)nc3c2[nH]1	-10	6	17	-5	-5	13	11	-6	-9	4	-9
CC(=O)NC(CC(C)C)C(=O)NC(Cc1ccccc1)C(=O)CCl (stereo not drawn)	3	-2	-4	6	-1	5	-8	1	10	-9	14
N#Cc1ccsc1NC(=O)CCc1ccccc1	3	-7	-32	-38	-60	-4	-24	-16	-52	-43	-31
CCOC(=O)C1(Cc2ccccc2)CCN(Cc2cn[nH]c2-c2ccccc2)CC1	2	6	-4	11	12	8	-15	7	1	10	18
Cc1c(C(=O)O)[nH]c2c1C(=O)CC(c1ccccc1)C2 (stereo not drawn)	x	5	-25	4	11	-3	-11	3	-6	10	1
Nc1ccc(Oc2cccc(Oc3ccc(N)cc3)c2)cc1	1	-2	5	86*	67	5	44	37	60*	44	77*
COc1ccc(-c2nnc(CSc3nnc(-c4ccncc4)n3C3CCCCC3)o2)cc1OC	-4	-5	8	-9	20	4	0	-6	6	-12	5
Cc1ccccc1C(=O)NCC(=O)O	1	2	-2	-18	-7	-9	-41	-4	-2	9	-4
CC(=O)Nc1cccc(NC(=O)c2sc3ncn(CC(=O)N4CCCCC4)c(=O)c3c2C)c1	-9	-11	-3	-14	-7	1	-20	-11	4	13	0
Cc1ccc(-c2csc(Nc3ccccn3)n2)cc1	-21	-5	62*	-5	-125	8	-64	33	31	-44	-24
CN(C)Cc1ccccc1Cc1ccccc1	-8	5	1	7	14	-7	13	-5	-11	13	-31
Cc1ccc(S(=O)(=O)N2CC[C@H]3[C@@H](C2)C(=O)C[C@@H](c2ccccc2)N3S(=O)(=O)c2ccc(C)cc2)cc1	x	x	6	-2	-12	2	11	x	11	1	-4
O=C(Nc1ccccc1)C1Cc2c(-c3ccc4c(c3)OCO4)ccnc2O1 (stereo not drawn)	-2	x	-4	9	-14	10	3	x	6	-16	26
COc1ccccc1-c1csc(C(C)(O)c2cccc(F)c2)n1 (stereo not drawn)	-18	x	8	4	4	-13	5	x	7	5	-3
O=C(O)c1cccc2c1C(=O)N(CC1CCCO1)C2 (stereo not drawn)	-2	6	-5	-1	-13	-3	-12	-1	-19	17	-2
COc1ccc(N2CCN(Cc3cc4c(cc3Br)OCCO4)CC2)cc1	-4	5	5	0	13	-2	3	5	6	9	3
COc1cc(C2C(C#N)=C(N)N(Nc3ccccc3)C3=C2C(=O)CC(C)(C)C3)ccc1OCc1cccc(F)c1 (stereo not drawn)	11	-5	16	12	9	4	6	16	-14	-1	8
COc1ccccc1CNC(=O)COC(=O)Cc1cccs1	-8	0	4	-6	9	-3	-36	6	-10	13	-11
N=c1n(CCN2CCCCC2)c2ccccc2n1CC(O)c1ccco1 (stereo not drawn)	-5	-9	6	6	3	-14	-6	1	-5	-4	4
COc1ccc(OCC(O)CNC(=O)c2ccccc2C(=O)O)cc1 (stereo not drawn)	9	-1	13	11	7	-10	-1	-1	-38	-14	-2
CC(=O)c1ccc(NC(=O)c2ccc(CNc3c(N4CCCC4)c(=O)c3=O)cc2)cc1	0	3	7	19	3	7	-22	0	0	14	-11
CCc1cccc2c(C=C(C#N)C#N)cn(CC(=O)N3CCCCCC3)c12	19	6	-19	12	3	1	-7	-5	10	-8	8
Cc1ccc(NC(=O)c2oc3ccc(Br)cc3c2C)cc1S(=O)(=O)N1CCOCC1	-1	-10	6	7	-37	-9	4	4	-14	-11	-3
O=C1CC(c2ccccc2)C(C(=O)O)N1 (stereo not drawn)	26	-6	-6	-14	-4	-1	6	2	-5	-4	16
O=C(c1cc(COc2ccc(F)cc2F)on1)N1CCN(C2CCCC2)C(=O)C1	x	-8	-14	16	10	4	-16	4	9	19	-14
COc1ccc(CNC(=O)c2cc3c(s2)CS(=O)C3)cc1 (stereo not drawn)	12	-12	-4	16	-3	7	-2	4	-13	-28	-2
CCCCC(=O)Nc1ccc(NC(=O)c2cccnc2)cn1	x	-2	-5	15	-5	6	-28	6	-14	9	-10
O=C1CC(N2CCOCC2)C(=O)N1c1cccc(Cl)c1 (stereo not drawn)	15	-2	-14	7	-10	5	-49	-3	4	-16	8
COc1cccc(CC2(CO)CCCN(Cc3cn[nH]c3-c3ccc(F)cc3)C2)c1 (stereo not drawn)	2	-9	-2	-9	0	2	-6	7	8	16	14
CCOC(=O)c1csc(CCNC(=O)c2oc3c(Cl)cc(C)cc3c2C)n1	-2	1	9	-16	-12	6	11	-13	-15	-12	-10
Cc1nc(-c2ccc(Cl)cc2)sc1C1(C)CC(c2cccc([N+](=O)[O-])c2)=NO1 (stereo not drawn)	0	9	-3	-15	-17	-1	1	-1	-17	-14	-8
NC(=O)[C@@H]1CCCNc2c(I)cc([N+](=O)[O-])cc2C(=O)N[C@@H](Cc2ccccc2)C(=O)N[C@@H](Cc2cnc[nH]2)C(=O)N1	-17	-5	-9	-29	-23	-5	4	1	2	-6	-10
CC(=O)Nc1ccc(S(=O)(=O)N2CCCN(S(=O)(=O)c3ccc(C)cc3)CC2)cc1	0	0	19	18	9	-7	-5	2	19	14	-1
OC(c1ccccc1)(c1nc(-c2cccc(F)c2)cs1)C(F)(F)F (stereo not drawn)	-1	x	2	-20	-1	3	-9	x	-4	2	13
CCCc1nc2c(C)cc(Br)cn2c1Cc1ccc(C)cc1	x	x	-9	-55	-46	-13	-20	x	33	-53	7
O=C(N/N=C/c1coc2ccccc2c1=O)c1cc(Br)c(O)c(Br)c1	0	-2	-5	-7	-21	6	8	-8	-9	-4	-11
COC(=O)N/N=C/c1cn(CCCOc2ccc(C)cc2)c2ccccc12	5	-17	26	-20	-82	-3	-50	-6	43	-18	7
CC(=O)Nc1ccc(C(=O)NN2C(=O)NC3(CCCCC3)C2=O)cc1	-7	6	-7	12	10	6	-2	6	5	-17	-8
CC[C@@H]1CCCCc2ccccc2[C@@H](C(=O)C[C@@H](O)CC(C)=O)OC1=O	1	-1	-3	-6	-4	9	-15	0	-8	-3	5
CCN(CC)C(=O)C1CCCN(c2ccc([N+](=O)[O-])cc2/C=N/NC(=O)c2ccc([N+](=O)[O-])cc2)C1 (stereo not drawn)	1	0	3	-35	3	-12	-9	-2	-3	-2	-12

Next entries follow.
structure	Vif imaging	TLR9-MyD88 inh	TRAIL sens C8	SRC2 inh	LRH-1 inv ag	NOD2-RIPK2 inh	SRC1 inh	LMP1 NFkB inh	TROY signal inh	NCOA3 inh	COUP-TFII inh
CC(Nc1ccccc1CO)C(=O)Nc1cccc(Cl)c1Cl (stereo not drawn)	-1	-8	0	3	21	-10	2	68*	40	23	29
CCN(CC(=O)Nc1ccc2c(c1)OCCO2)C(=O)COc1ccc(C)cc1	-6	-2	3	6	4	-3	-21	-4	1	1	6
Cc1ccc(C(=O)O/N=C/c2c(N3CCOCC3)n(C)c3ccccc23)cc1	-3	1	-3	33	37	-2	-9	-11	-1	-9	4
Cc1ccc(-c2nnc(SCC(N)=O)n2C)cc1	14	-7	-9	-1	3	3	-11	-17	9	13	4
